# Screening results deposited in PubChem BioAssay by National Center for Advancing Translational Sciences (NCATS).
# Akt phos inh – HTS Assay for Inhibitors of Akt Phophorylation: Primary Screen. actives 0.32% (n = 360,000). AID 651550, 2012. activity change, % for hits at 50 µM. Neuro2A IGF-stimulated pAkt S473 HTRF, 20 min; hits give low values; in the data active means activity change below about -80%; inconclusive means mostly about -51% to -80%; further: on the % scale 0 is the no-effect control and ±100 the full control effect
#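 Single-point screen (50 µM final compound) in Neuro2A cells stimulated 20 min with 6 nM IGF at 37 deg C. After lysis, Ser473-phosphorylated Akt read by HTRF (ex 330 nm, em 615/665 nm) as the 665/615 ratio.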
# A549 tox – Nrf2 qHTS screen for inhibitors: counterscreen for cytotoxicity. A549 ARE-Fluc cells, CellTiter-Fluor viability, 18-24 h. actives 0.16% (n = 390,000). Potency, µM (titrated, usually from 46 µM), for inactives: top-dose activity change, negative = cytotoxicity, usual class: inhibitors. AID 504648, 2011; further: potency means the concentration at half of the fitted maximal effect; on the % scale 0 is the no-effect control and ±100 the full control effect
#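 Cytotoxicity counterscreen: CellTiter-Fluor fluorescence was measured in A549 ARE_Fluc cells after 18-24 h of compound exposure in a concentration series. The subsequent BugLite luminescent read reports ARE-luciferase activity.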
# Mm-Cpn inhibitor – Inhibitors of TCP-1 ring complex (TRiC) of Methanococcus maripaludis (MmCpn): qHTS; Potency, µM (titrated, usually from 76.9 µM), without a hit: top-dose activity, negative = inhibition, actives largely listed as inhibitors; Chaperonin Mm-Cpn (Methanococcus maripaludis); purified Mm-Cpn ATPase, ADP Transcreener TR-FRET; AID 504842, 2011; actives 0.031% (n = 330,000); further: potency means the concentration at half of the fitted maximal effect; on the % scale 0 is the no-effect control and ±100 the full control effect; nearly all actives have a fitted effect of over 80% in size
#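 Compound-treated chaperonin, 25 nM final, turns over 10 uM ATP at 37°C for 30 min following a 10 min preincubation; ADP generated competes with ADP-d2 for Eu-cryptate antibody, lowering FRET.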
# Nrf2 ARE act – qHTS of Nrf2 Activators | AREc32 ARE-luciferase reporter (MCF7-derived line), luminescence, 24 h | AID 624171, 2012 | actives 0.31% (n = 410,000) | Potency, µM (top dose mostly 46.1 µM), for inactives: top-dose activation, hits mostly activators; further: potency means the concentration at half of the fitted maximal effect; % of control where 0% means no effect; nearly all actives have a fitted effect of over 65% in size
#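 Luminescent ARE reporter assay in AREc32_Fluc cells: overnight plating at 37 deg C, 24 hr compound incubation, Steady-Glo added, 30 min RT before reading.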
# EPAC2 antagonist – qHTS for Antagonist of cAMP-regulated guanine nucleotide exchange factor 2 (EPAC2): primary screen. Rap guanine nucleotide exchange factor 4 (Homo sapiens), Q8WZA2. EPAC2 GEF exchange of Rap1B-BODIPY-GDP, fluorescence. Potency, µM (series often up to 114 µM), for the others: at the highest dose activity, negative = inhibition, actives largely listed as inhibitors. actives 0.18% (n = 360,000); further: potency means the concentration at half of the fitted maximal effect; on the % scale 0 is the no-effect control and ±100 the full control effect; nearly all actives have a fitted effect of over 45% in size; many of its hits are not listed in these tables
# Target sequence (Q8WZA2 whole entry, looked up): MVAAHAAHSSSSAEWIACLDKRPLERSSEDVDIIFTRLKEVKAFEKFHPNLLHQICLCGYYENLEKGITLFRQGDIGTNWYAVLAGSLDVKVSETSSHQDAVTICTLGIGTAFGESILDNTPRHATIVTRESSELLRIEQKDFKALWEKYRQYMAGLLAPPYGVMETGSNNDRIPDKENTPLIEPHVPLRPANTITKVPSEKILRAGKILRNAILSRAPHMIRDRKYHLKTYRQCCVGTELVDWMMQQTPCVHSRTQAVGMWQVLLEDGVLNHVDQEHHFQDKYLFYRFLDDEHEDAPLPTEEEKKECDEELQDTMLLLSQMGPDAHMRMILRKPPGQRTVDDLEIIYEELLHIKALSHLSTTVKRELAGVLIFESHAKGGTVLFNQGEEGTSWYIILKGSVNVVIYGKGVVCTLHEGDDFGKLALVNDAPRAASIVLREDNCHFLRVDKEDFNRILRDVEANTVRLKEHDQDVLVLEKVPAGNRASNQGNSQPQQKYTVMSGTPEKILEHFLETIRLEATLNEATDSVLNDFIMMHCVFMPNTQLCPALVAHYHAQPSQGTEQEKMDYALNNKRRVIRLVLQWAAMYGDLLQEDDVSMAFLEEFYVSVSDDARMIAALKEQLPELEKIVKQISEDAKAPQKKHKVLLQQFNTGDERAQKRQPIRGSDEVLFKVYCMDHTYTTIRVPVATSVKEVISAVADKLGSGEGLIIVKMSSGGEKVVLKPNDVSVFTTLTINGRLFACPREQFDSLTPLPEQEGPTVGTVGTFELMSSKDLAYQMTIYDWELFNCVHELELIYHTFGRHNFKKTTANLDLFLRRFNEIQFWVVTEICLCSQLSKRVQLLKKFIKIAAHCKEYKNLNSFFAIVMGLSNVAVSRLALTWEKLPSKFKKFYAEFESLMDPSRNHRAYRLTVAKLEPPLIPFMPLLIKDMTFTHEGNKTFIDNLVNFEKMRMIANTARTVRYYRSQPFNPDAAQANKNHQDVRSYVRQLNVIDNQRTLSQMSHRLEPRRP
# EPAC2 ag – qHTS for Agonist of cAMP-regulated guanine nucleotide exchange factor 4 (EPAC2): primary screen; Rap guanine nucleotide exchange factor 4 (Homo sapiens), Q8WZA2; Potency, µM (titrated, usually from 154 µM), for inactives: at the highest dose activation, usual class: activators; EPAC2 activation, biochemical qHTS; response scale: 100% = 6.5 mM cAMP response; AID 720711, 2013; actives 0.079% (n = 360,000); further: potency means the concentration at half of the fitted maximal effect; nearly all actives have a fitted effect of over 50% in size
#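 Compounds were titrated in qHTS against a Rap1B-BODIPY-GDP (250 nM) complex with EPAC2 (100 nM) and GDP (50 uM). BODIPY-GDP release tracked at 480/540 nm over 30 min at room temperature, normalized to 6.5 mM cAMP.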
# Nrf2 inh – Nrf2 qHTS screen for inhibitors. A549 ARE-Fluc reporter, luciferase luminescence, 18-24 h. Potency, µM (doses to about 46 µM), without a hit: at the top dose activity change, negative = inhibition, actives largely listed as inhibitors. actives 2.1% (n = 360,000); further: potency means the concentration at half of the fitted maximal effect; on the % scale 0 is the no-effect control and ±100 the full control effect; nearly all actives have a fitted effect of over 60% in size
#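 In this cell-based qHTS, ARE-driven firefly luciferase in A549 cells reports Nrf2 activity; the luminescent signal after BugLite lysis is the measured value, with a prior CellTiter-Fluor read for cell health.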
# TGFb inhibitor – qHTS for Inhibitors of TGF-b. HepG2 CAGA-GFP TGF-b/SMAD3 reporter, GFP fluorescence, 18 h; TGF-beta stimulated, 500 pg/mL final. Potency, µM (top dose mostly 46.1 µM), for the others: at the top dose activity, negative = inhibition, most hits filed as inhibitors. actives 1.2% (n = 410,000). AID 588855, 2011; further: potency means the concentration at half of the fitted maximal effect; on the % scale 0 is the no-effect control and ±100 the full control effect; nearly all actives have a fitted effect of over 65% in size
#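 Smad-responsive CAGA-GFP expression was quantified in HEPG2 cells exposed to compounds and 500 pg/mL final TGF-beta for 18 h at 37 degrees C; unstimulated wells defined full inhibition.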
# CCT modulator – High-Throughput Screening for Modulators of Cytosolic Chaperonin Activity | purified chaperonin ATPase assay, HTRF ADP detection, 30 min | activity change, % (test concentration not listed), hits read low | actives 0.3% (n = 360,000); in the data active means activity change below about -30%; further: on the % scale 0 is the no-effect control and ±100 the full control effect
#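 Enzyme 40 or 20 nM (batch-dependent) in Tris pH 7.4/KCl/MgCl2/DTT; cpd 76 uM single point; ATP 10 uM; 30 min 37 °C; Transcreener ADP HTRF detection, 30 min RT; ratio 665/615.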
# * marks the source's active call; other numbers are inactive results; i = inactive; u = inconclusive; x = not tested or not shown; & = joins results of further samples; [ ] = dose if it differs, or a comment. Unless noted, the call rests on the fitted dose curve; in most records, active means well fitted curve in the direction sought with a large enough effect; inconclusive means small, poorly fitted or top-dose-only effect, or another doubt; inactive means no such curve, though single readings can be large; an effect the other way counts as inactive or inconclusive. Some of the compounds tested; count on the stated rates, not on these rows.
# Values run as follows: Akt phos inh, A549 tox, Mm-Cpn inhibitor, Nrf2 ARE act, EPAC2 antagonist, EPAC2 ag, Nrf2 inh, TGFb inhibitor, CCT modulator
O=C(Oc1ccccc1-c1nnco1)c1ccc(Cl)cc1
 : i, -8%, 0%, 18%, -1%, 3%, -5%, 0%, -2.6
COc1ccc(C(=O)N2CCC(C(=O)c3ccc(F)cc3)CC2)cc1
 : i, -1%, 3%, 0.2%, -4%, -8%, -32%, 0%, -0.3
Cc1sc2c(c1C)c(=O)n(-c1cccc(C(F)(F)F)c1)c(=O)n2Cc1ccccc1C#N
 : x, -19%, x, 0.1%, x, x, 19%, 2%, x
CC(C)(C)n1cnc2cc(NCc3cccs3)ccc21
 : i, -8%, -1%, -0.4%, -1%, -5%, u, 0%, -5.5
COc1ccc2c(c1OC)C(=O)OC2C1c2c(cc3c(c2OC)OCO3)CCN1C (centres undefined)
 : i, -13%&-7%&-10%, -3%&-2%&1%, 1.0%&-0.8%&0.2%, -7%&-15%&-8%, 1%&4%&-13%, u, 7%&27%&3%, -1.0&1.2&-0.7
C#CCCC(=O)c1ccccc1/C=[N+](\[O-])c1ccccc1
 : i, -1%, 1%, 3.1%, u, -2%, -13%, -12%, -4.1
CC(=O)c1ccccc1NC(=O)COC(=O)c1cc[n+]([O-])cc1
 : i, -4%, -1%, 2.8%, 0%, -1%, -6%, -5%, -2.5
O=C(NCc1ccco1)c1ccc(OC2CCN(Cc3ccccn3)CC2)cc1
 : i, x, x, 2.5%, -3%, 0%, x, -9%, -0.6
N#Cc1cccc(NC(=S)Nc2ccccc2)c1
 : i, 6%, 1%, 3.9%, 0%, 4%, 10%, -27%, 1.4
CCOc1ccc(NC(=O)C(=O)NCCN2CCN(S(=O)(=O)c3ccccc3)CC2)cc1
 : i, 9%, 0%, -0.2%, 2%, 3%, 2%, -17%, -5.0
Cc1ccc2c(c1)c1c(c(=O)n(-c3cccc(Cl)c3)c(=O)n1CC(=O)c1ccc(Cl)cc1)n2C
 : x, 5%, x, 0.3%, x, x, 14%[9.27 µM], 5%, x
CN(Cc1ccccc1)S(=O)(=O)c1ccc(Cl)c(C(=O)NCCCN2CCOCC2)c1
 : i, 0%, 0%, -0.6%, 9%, 3%, -16%, -27%, -0.7
CCCN(CC(=O)Nc1ccc(F)c(F)c1F)C(=O)c1ccc2c(c1)NC(=O)CS2
 : i, 1%, 0%, 5.8%, -8%, 6%, u, 2%, 1.4
O=C(Nc1ccc(Cl)cc1)N[C@@H]1c2c(ccc3ccccc23)OC[C@@H]1CO
 : x, -23%, 1%, 3.0%, -2%, -2%, x, u, -5.3
CC(=O)c1ccc(S(=O)(=O)N2CCN(c3ccccc3F)CC2)cc1
 : i, 0%, 1%, -0.8%, -2%, -1%, u, 0%, -1.2
O=C(O)CCNC1CCCCC1
 : i, -5%, -3%, -0.1%, 25%, 1%, -9%, 12%, -6.2
CCN1CCN(C(=S)Nc2ccc(Cl)cc2)CC1
 : i, 0%, 0%, -0.1%, 6%, 1%, 6%, 6%, 1.6
O=C(O)c1cccc(Nc2ncnc3ccc(Br)cc23)c1
 : i, 5%&2%, 1%, -0.7%&3.2%, -10%, 13%, 5%&5%, 2%&1%, -1.6
CCOc1ccc(NC(=O)COC(=O)c2ncc(Cl)c(Cl)c2Cl)cc1
 : i, 0%, 1%, 2.0%, 6%, -1%, 6%, 6%, -1.1
O=C(COC(=O)CC1CC2CCC1C2)NC(=O)NC1CCCC1 (centres undefined)
 : i, 0%, 1%, 0.7%, -9%, -5%, -4%, 0%, -1.2
COc1ccc(C)cc1Nc1nc(-c2ccccc2O)nc2ccccc12
 : i, 13%, -5%, 3.4%, -8%, 17%, 2%, 5%, -2.1
O=C(NCCCn1ccnc1)c1cnn2c1NC(c1ccccc1)CC2C(F)(F)F (centres undefined)
 : i, -1%, 1%, -0.2%, -2%, 3%, -26%, -3%, -1.2
O=C(NCCc1ccccn1)c1nc(Cn2cc([N+](=O)[O-])cn2)no1
 : i, 3%, 1%, 0.2%, 3%, 1%, -9%, 10%, -2.7
COC(=O)C1=C(C)N(CC2CC2)C(=NCCN2CCOCC2)N[C@H]1c1ccccc1
 : i, -4%, 2%&-4%, -1.4%, -4%, 7%, 10%, 35%[activator], -0.5
CC(C)(C)c1nnc(NC(=O)Nc2ccc(Cl)cc2)s1
 : i, u, -4%, 1.7%, -4%, 10%, -6%, -18%, -2.2
CCN(C(=O)c1ccccc1F)c1nc(-c2ccc(OC)cc2)cs1
 : i, 0%, -23%, 6.3%, -8%, 8%, 0%, -2%, -2.0
CCN(CC)C(=O)CN1C(=O)c2cccc3cccc1c23
 : i, -7%, -5%, 0.2%, 10%, 0%, 1%, -13%, -9.0
O=C(NCc1ccccc1)c1ccc2ccccc2n1
 : i, -4%, -2%, 2.4%, -11%, 8%, 7%, 6%, -1.7
O=C(Nc1nc(-c2ccc3ccccc3c2)cs1)c1ccc(N2C(=O)CCC2=O)cc1
 : i, -7%, -1%, 0.9%, 0%, 3%, u, -17%, -0.5
COc1ccccc1CC(=O)Nc1cccc(C(=O)NN2C(=O)c3ccccc3C2=O)c1
 : i, -2%, 2%, -0.4%, -5%, 7%, 14%, 5%, 0.1
Cc1onc(-c2c(Cl)cccc2Cl)c1C(=O)NCCc1ccc(S(N)(=O)=O)cc1
 : i, 11%, 3%, -0.8%, -6%[57.1 µM], 8%, -3%, -6%, -1.5
N#Cc1c(C(F)(F)F)cc(Cc2ccccc2)nc1SCC(=O)NCC(=O)O
 : i, -3%, x, -0.7%, 7%, 2%, -4%, -3%, -8.4
Cn1ccnc1SCC(=O)NC1CCCCC1
 : x, -2%, -6%, 0.2%, 1%, 0%[15.6 µM], u, 0%, 3.4
COCCCNC(=O)C(=O)Nc1ccc2c(c1)N(S(=O)(=O)c1cccs1)CCC2
 : i, u, -1%, 0.1%, 12%, 13%, 12%, 0%, 3.5
O=C(Nc1cc(-c2ccccc2)nn1-c1c(Cl)cccc1Cl)c1ccc(F)cc1
 : i, -3%, 0%, 9.3%, -8%, 22%, -24%, -44%, -0.7
CCCCC(Sc1nc(N)c(NC(=O)c2ccco2)c(=O)[nH]1)C(=O)O (centres undefined)
 : i, 1%, 0%, -1.0%, 1%, 7%, 7%, 5%, 0.0
CC(C)CNC(=O)NC(=O)COC(=O)c1ccccc1Sc1ccc(C(F)(F)F)cc1[N+](=O)[O-]
 : i, -1%, 2%, -0.5%[9.22 µM], -6%, -25%, -17%, u, 0.0
O=C(c1ccccc1)c1ccc(OC(=O)N2CCOCC2)cc1
 : i, 14%, -1%, 0.3%, -1%, 1%, 7%, -16%, -1.2
C#Cc1ccc([C@H]2C=C(C(=O)N3CCN(Cc4ccccc4)CC3)O[C@@H](OCc3ccc(CO)cc3)C2)cc1
 : i, -14%, x, 6.7%, -30%, 9%, u, -24%, 0.2
O=C(CCCN1C(=O)/C(=C\c2cccs2)SC1=S)NNC(=O)c1cccnc1
 : i, -16%, -1%, 8.0%, 4%, 0%, u, -3%, 2.0
Cc1cc(C)n(CCNC(=O)CCc2nnc(CCc3ccccc3)o2)n1
 : i, -7%, 0%, 0.4%, 5%, 19%, 6%, -14%, -3.0
Cc1ccc(S(=O)(=O)N2CCCC2C(=O)Nn2cnnc2)cc1 (centres undefined)
 : i, 6%, 2%, -0.8%, -1%, 13%, -12%, -4%, 1.2
CC(/C=N/n1c(-c2cc(C)[nH]n2)n[nH]c1=S)=C\c1ccccc1
 : i, -5%, 0%, 0.3%, 2%, -13%, -11%, -12%, -1.5
N#Cc1c(-n2ncnc2-c2ccccc2C(F)(F)F)sc2c1CCCCC2
 : x, 0%, x, 9.1%, x, x, u, -3%, x
CCOc1ccc(/C=C2\SC(N3CCCCC3)=NC2=O)cc1
 : i, 1%, 0%, 2.7%, -2%, 9%, -18%, 9%, -2.1
COCCCNC(=O)/C(C#N)=C/c1cc(C)[nH]c1C
 : i, -5%, 1%, 3.5%, 21%, -2%, u, 12%, -2.2
COCCCNC(=O)/C(C#N)=C/c1c(N2CCN(C)CC2)nc2c(C)cccn2c1=O
 : i, -22%, -2%, -0.1%, -5%, 0%, -4%, -5%, 0.0
COC(=O)N1CCN(c2ccc(C)cc2)C(C)C1 (centres undefined)
 : i, -5%, 0%, -0.7%, 1%, 8%, -12%, 3%, -1.4
C/C(=N\OCC(=O)NC(C)C)c1cccs1
 : i, 1%, 1%, 4.8%, 3%, 1%, 10%, 1%, 0.5
CCN(CC)S(=O)(=O)c1ccc(C(C)NC(=O)C2CCCN2C(=O)c2cccs2)cc1 (centres undefined)
 : i, -8%, -2%, -0.1%, 1%, 1%, 7%, 1%, 2.0
CCOC(=O)N/N=C/c1ccc(Oc2ccccc2)cc1
 : i, -4%, 0%, 4.6%, -8%, 6%, 15%, -22%, -8.5
CCCn1c2c(c(O)c(C(=O)Nc3nccs3)c1=O)CCCC2
 : i, -2%, -19%, 2.7%, -3%, -16%, u, 0%, -2.3
Clc1ccc(-c2cnc(Oc3ccccc3)nc2)cc1
 : i, 9%, 1%, 4.9%, -9%, -27%, u, 25%, -1.3
CCCCCC(=O)Nc1cc(S(=O)(=O)N2CCOCC2)ccc1N1CCN(C)CC1
 : i, 4%, -1%, -0.1%, 1%, 6%, -16%, -8%, -2.1
COc1ccc(CN2CCc3ccccc3C2)cc1Br
 : i, -1%, -3%, 0.5%, -22%, 19%, 14%, 0%, -1.0
